# DDE Tn6 FP inh = disrupts Tn6 cyclic peptide binding to fibrin D-Dimer-E complex; 0.21% of 370,000 active; inhibition, % at 8.3 µM; Fibrin DD(E) TRITC-Tn6 fluorescence polarization displacement;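 active = inhibition above a per-campaign cutoff: mean of compounds within control limits plus 3 SD, cut at about 15% in these data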;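 note: 0% = median of all compound wells on the plate and 100% = blocking peptide control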
# ARFGAP1 inh = inhibitors of rat ARFGAP1 | Q62848 | Arfgap1-stimulated ARF1 GTP hydrolysis, GDP FP detection | inhibition, % at 16.5 µM | 0.26% of 360,000 active | AID 651572;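 active = inhibition above a per-plate limit, mean inhibition of low control wells plus 3 SD, cut at about 25% in these data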;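 note: 0% = DMSO wells with enzyme and 100% = wells lacking Arfgap1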
# Target sequence (Q62848 1-136 limits assumed): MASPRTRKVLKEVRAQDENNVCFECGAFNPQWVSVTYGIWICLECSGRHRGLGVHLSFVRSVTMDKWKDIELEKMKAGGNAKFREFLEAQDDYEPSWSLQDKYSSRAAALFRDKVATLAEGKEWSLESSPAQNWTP
#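 Replicates: Single well per compound | Assay system: Truncated rat Arfgap1 GAP domain | Control set: No-Arfgap1 wells (100%) versus DMSO full-reaction wells (0%) | Times: Enzyme reaction 120 min at 25 °C after 20 min preincubation | Reagent: Human ARF1(Δ1-17)-GTP substrate | Measured by: Tracer-displacement fluorescence polarization with EDTA stop, 620/688 nm | Measure: Percent inhibition of Arfgap1-stimulated GTP hydrolysis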
# PLC-beta3 inh = blocks human PLC-beta3 enzyme activity. 0.18% of 370,000 active. inhibition, % at 12.2 µM. Purified PLC-beta3, fluorogenic substrate, fluorescence. AID 720704; in the data active = inhibition above about 11%;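 note: 0% = median of compound wells on plate and 100% = full blocker control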
# KLK7 zymogen act = activators of human kallikrein-7 zymogen | activation, % at 7 µM | purified proKLK7, EDANS-DABCYL substrate fluorescence; 100% is mature enzyme control, 0% vehicle | AID 652039 | 0.9% of 370,000 active;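 active = activation above the mean of all tested compounds plus 3 SD, computed per campaign excluding outliers beyond control limits, cut at about 13% in these data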
# ADAM17 inh = inhibits human ADAM17 | P78536 | recombinant ADAM17, EDANS/DABCYL FRET peptide cleavage | inhibition, % at 6.95 µM | 0.83% of 370,000 active;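 active = inhibition above the mean of compounds lying between control limits plus 3 SD, set per campaign, cut at about 8.5% in these data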;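 note: 0% = DMSO-only wells as the low control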
# PLC-gamma1 inh = blocks human PLC-gamma1 enzyme activity; P19174; purified PLC-gamma1, fluorogenic substrate, fluorescence; inhibition, % at 12.2 µM; 0.84% of 370,000 active; AID 720700; in the data active = inhibition above about 9.5%
# MBD2 inh = blocks human MBD2 binding to methylated DNA; 0.31% of 370,000 active; AID 686964; inhibition, % at 4.4 µM; TR-FRET, MBD2 binding to methylated oligonucleotide; Q9UBB5; in the data active = inhibition above about 13%
# Target sequence (Q9UBB5 whole entry, looked up): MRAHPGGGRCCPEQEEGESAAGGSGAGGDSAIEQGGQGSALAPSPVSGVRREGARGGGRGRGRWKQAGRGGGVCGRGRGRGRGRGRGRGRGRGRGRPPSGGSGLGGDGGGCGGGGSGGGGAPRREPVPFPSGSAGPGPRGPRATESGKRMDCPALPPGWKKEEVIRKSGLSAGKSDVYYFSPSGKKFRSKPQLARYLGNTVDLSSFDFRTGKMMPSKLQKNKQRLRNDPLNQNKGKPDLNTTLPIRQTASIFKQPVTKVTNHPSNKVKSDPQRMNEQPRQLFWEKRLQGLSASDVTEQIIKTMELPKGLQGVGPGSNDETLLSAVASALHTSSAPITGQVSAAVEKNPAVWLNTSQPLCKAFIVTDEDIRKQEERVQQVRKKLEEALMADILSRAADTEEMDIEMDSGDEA
# ASAP1 GAP inh = inhibitors of human ASAP1 ArfGAP activity | Q9ULH1 | ASAP1-stimulated ARF1 GTP hydrolysis, GDP FP detection | inhibition, % at 16.5 µM | 0.19% of 360,000 active; in the data active = inhibition above about 25%;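 note: 0% = vehicle with enzyme and substrate and 100% = no enzyme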
# UHRF1 MBD2 ctr = blocks human UHRF1 binding to methylated DNA; 0.75% of 370,000 active; Q96T88; inhibition, % at 4.4 µM; UHRF1 binding to methylated oligo, TR-FRET; in the data active = inhibition above about 21%;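 note: UHRF1 SRA domain binding a hemimethylated CpG hairpin DNA probe; 0% = median of test compound wells and 100% = reference inhibitor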
# DDE Tn7 FP inh = DD(E)-Tn7 binding inhibition, primary FP screen; FP displacement of FITC-Tn7 peptide from fibrin DD(E); 0% = median of compound wells per plate; AID 720508; inhibition, % at 8.3 µM; 0.13% of 370,000 active;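 active = inhibition above the mean of compounds falling within the control limits plus 3 SD of them, cut at about 14% in these data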;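 note: 0% = plate median of compound wells and 100% = 10 µM Aha-Tn7 peptide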
#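 system = human fibrin DD(E) protein | quantity = DD(E) 2 µM final | medium = Tris/NaCl/CaCl2 buffer, pH 7.8 | also added = labelled Tn7 tracer, 0.1 µM | compound dosing = single point at 8.3 µM | timing = compound with protein 10 min, then 3 h after probe, room temperature | signal = FP measurement | benchmarks = Aha-Tn7 high control | repeats = one replicate per compound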
# The depositor's hits bear a star. Rows are unselected (roughly 4.1% active in at least one column).
SMILES	DDE Tn6 FP inh	ARFGAP1 inh	PLC-beta3 inh	KLK7 zymogen act	ADAM17 inh	PLC-gamma1 inh	MBD2 inh	ASAP1 GAP inh	UHRF1 MBD2 ctr	DDE Tn7 FP inh
CN1CCN(C(=O)c2cc3c(c(-c4cccc(-c5cc6ccccc6o5)c4)n2)[C@@H](CCO)N(S(=O)C(C)(C)C)C3)CC1 (stereo partly specified)	-2	3	-10	0.7	0	-6	-10	5	-3	-1
CCCCN(C(=O)CNC(=O)c1cccs1)C(C(=O)NC1CCCC1)c1ccncc1 (stereo unspecified)	6	-6	-1	0.8	-2	1	1	-2	1	2
C=CCNC(=S)Nc1ccc(N(C)C)cc1	4	-2	-5	0.5	0	2	1	-3	0	0
NS(=O)(=O)c1cccnc1Nc1ccc(Cl)c(Cl)c1	2	-2	-18	-0.1	-3	-7	-2	3	3	3
CS(=O)(=O)N1CCC(C(=O)c2cccc(Cl)c2)CC1	-4	6	-1	-0.7	-3	6	-5	-4	-1	-2
COc1ccc(N(CC(=O)Nc2ccccc2C(=O)N2CCCC2)S(C)(=O)=O)cc1	-7	9	-6	0.1	-3	0	2	4	2	-6
Nc1cc(Cl)nc(N/N=C/c2ccccc2[N+](=O)[O-])n1	-4	7	2	-0.3	-6	2	-8	8	-2	-2
COc1cc(/C=C2/C(=N)N3C(c4ccccc4)=CSC3=NC2=O)ccc1OCC(=O)O	5	-12	-122	-0.8	-6	-74	-3	8	-3	-7
CC(C)(C)OC(=O)N1C(=O)[C@](OC(=O)c2ccccc2)(c2ccc(F)cc2)c2ccccc21	2	4	4	0.3	2	2	3	5	-2	3
Cc1cc(-c2ccccc2)n[nH]1	1	-3	1	-0.8	1	0	2	9	-1	-8
COC(=O)c1ccc(-n2nnnc2SCc2ccccc2OC)cc1	3	-3	-3	0.3	1	1	2	6	1	-1
Cc1ccc(NC(=S)N(CCN2CCCCC2)Cc2ccco2)cc1	4	8	1	0.1	-1	1	-3	16	-2	-9
CCOc1ccc(C(=O)NCCn2cc(SCC(=O)Nc3cc(C)on3)c3ccccc32)cc1	-3	6	4	0.7	0	2	3	8	1	-7
COc1cc(NC(=O)C/C(C)=N/NC(=O)Cc2ccccc2)c(OC)cc1Cl	-2	4	1	-0.6	11*	7	3	-15	0	5
CCCN1c2cccc3cccc(c23)S1(=O)=O	1	4	-400	-0.4	-69	-319	2	-7	0	7
CN1CCN(C2=C(Cl)C(=O)N(CCc3ccccc3)C2=O)CC1	-1	-9	-20	0.5	-7	-15	-8	-9	-1	-3
COc1ccccc1CNC(=O)c1nccnc1CO	0	3	-2	0.0	0	2	1	8	0	-1
O=C(O)C1CCN(S(=O)(=O)c2cccc3cccnc23)CC1	-2	3	-9	-0.6	-6	1	4	3	3	2
COC(=O)C1NN=C(C(=O)c2ccccc2)C1c1ccccc1 (stereo unspecified)	-7	0	1	-1.7	-3	-1	-1	-8	1	-3
O=C(OCc1cn([C@@H]2C[C@H](c3ccccc3)N(C(=O)C3CCCCC3)C[C@H]2O)nn1)c1ccccc1	-4	-9	3	0.7	2	5	7	-9	-1	2
O=C(Nc1ccccc1C(F)(F)F)c1cc(-c2ccc(O)cc2)on1	-1	-7	-23	0.6	5	-17	1	6	-3	-10

# Some values from the list.
# Nc1cc(Cl)nc(N/N=C/c2ccccc2[N+](=O)[O-])n1 – DDE Tn7 FP inh: -2
# COC(=O)C1NN=C(C(=O)c2ccccc2)C1c1ccccc1 (stereo unspecified) – ASAP1 GAP inh: -8
# COc1ccc(N(CC(=O)Nc2ccccc2C(=O)N2CCCC2)S(C)(=O)=O)cc1 – UHRF1 MBD2 ctr: 2
# COc1cc(/C=C2/C(=N)N3C(c4ccccc4)=CSC3=NC2=O)ccc1OCC(=O)O – ARFGAP1 inh: -12
# C=CCNC(=S)Nc1ccc(N(C)C)cc1 – ARFGAP1 inh: -2

# Some of these compounds in order of their number in DDE Tn7 FP inh, falling.
smiles | DDE Tn7 FP inh
C=CCNC(=S)Nc1ccc(N(C)C)cc1 | 0
CS(=O)(=O)N1CCC(C(=O)c2cccc(Cl)c2)CC1 | -2
COc1cc(/C=C2/C(=N)N3C(c4ccccc4)=CSC3=NC2=O)ccc1OCC(=O)O | -7

# Four structures out of the list, sorted by molar mass, falling:
SMILES	DDE Tn6 FP inh	ARFGAP1 inh	PLC-beta3 inh	KLK7 zymogen act	ADAM17 inh	PLC-gamma1 inh	MBD2 inh	ASAP1 GAP inh	UHRF1 MBD2 ctr	DDE Tn7 FP inh
CCCCN(C(=O)CNC(=O)c1cccs1)C(C(=O)NC1CCCC1)c1ccncc1 (stereo unspecified)	6	-6	-1	0.8	-2	1	1	-2	1	2
Cc1ccc(NC(=S)N(CCN2CCCCC2)Cc2ccco2)cc1	4	8	1	0.1	-1	1	-3	16	-2	-9
O=C(O)C1CCN(S(=O)(=O)c2cccc3cccnc23)CC1	-2	3	-9	-0.6	-6	1	4	3	3	2
C=CCNC(=S)Nc1ccc(N(C)C)cc1	4	-2	-5	0.5	0	2	1	-3	0	0

# Screening data: PubChem, The Scripps Research Institute Molecular Screening Center
